MEKK2 mut-MEK5: signal of MEK5 binding to mutant human MEKK2 PB1 domain. bead flow cytometry, Alexa488-MEK5 binding to MEKK2 mutant. percent response, % at 10 µM. 290,000 compounds, 0.35% hits. AID 1530; in the data active = percent response above about 24%, passing the limit was not always enough; also: inactives centre near 1; some results filed as inactive read as strong as hits; reference of the scale not given here
MEKK2 WT-MEK5: raises or lowers MEK5 binding to wildtype human MEKK2 PB1 domain. Q9Y2U5. bead flow cytometry, Alexa488-MEK5 binding to MEKK2 WT; actives lie on both sides. binding response (% of control), % at 10 µM. 290,000 compounds, 1.1% hits. AID 1531; in the data active = binding response below about 67% or above about 130%
PHOSPHO1 inh: blocks human PHOSPHO1 phosphatase activity; Q8TCT1; recombinant PHOSPHO1, absorbance phosphatase assay; inhibition, % at 13.3 µM; 290,000 compounds, 1.1% hits; AID 1565; in the data active = inhibition above about 60%
Target sequence (Q8TCT1 whole entry, looked up): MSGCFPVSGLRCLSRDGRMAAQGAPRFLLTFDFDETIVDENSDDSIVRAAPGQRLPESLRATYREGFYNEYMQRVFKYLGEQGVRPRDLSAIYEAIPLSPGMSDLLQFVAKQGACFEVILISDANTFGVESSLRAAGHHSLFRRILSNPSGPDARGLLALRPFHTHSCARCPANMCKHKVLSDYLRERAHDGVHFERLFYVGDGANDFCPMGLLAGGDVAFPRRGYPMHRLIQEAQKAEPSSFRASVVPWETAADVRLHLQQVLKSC
PfM18AAP inh: PfM18AAP enzyme inhibition; inhibition, % at 7.35 µM; AID 1822; 290,000 compounds, 1.2% hits; recombinant PfM18AAP, H-Glu-NHMec fluorogenic cleavage;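 active = inhibition above the campaign mean inhibition over all tested compounds plus 3 SD, cut at about 28% in these data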;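 also: 0% = plate median of test compound wells and 100% = 2 mM ZnCl2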
DNA FID counter: fluorescent intercalator displacement, NS3 helicase counter-screen; DNA fluorescent intercalator displacement, fluorescence; inhibition, % at 7.9 µM; 290,000 compounds, 0.17% hits; in the data active = inhibition above about 37%;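 also: 0% = vehicle and 100% = reference compound; higher means more ethidium bromide displaced from hairpin DNA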
MEKK3 PB1 HTS: MEKK3-MEK5 PB1 interaction, increase or decrease. Q99759. binding response (% of control), % at 10 µM. AID 1529. bead-based flow cytometry, Alexa488-MEK5 binding to MEKK3; actives lie on both sides; 0 = blocked by unlabeled MEK5, 100 = vehicle. 290,000 compounds, 1.4% hits;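 active = binding response more than 3 SD above or below the average of its plate-row segment, actives on both sides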;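 also: Alexa488 bead fluorescence after subtracting the streptavidin-only scavenger bead signal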
OXTR agonist: human OXTR agonism; P30559; CHO-OTR cells, Fluo-8 calcium fluorescence; normalized: DMSO 0%, oxytocin 100%; activation, % at 3 µM; 320,000 compounds, 0.32% hits; AID 2435;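 active = activation above the mean of all tested compounds plus 3 SD, cutoff set per screening run, cut at about 20% in these data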;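 also: peak over basal fluorescence ratio from a 100 s FLIPR kinetic read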
Target sequence (P30559 whole entry, looked up): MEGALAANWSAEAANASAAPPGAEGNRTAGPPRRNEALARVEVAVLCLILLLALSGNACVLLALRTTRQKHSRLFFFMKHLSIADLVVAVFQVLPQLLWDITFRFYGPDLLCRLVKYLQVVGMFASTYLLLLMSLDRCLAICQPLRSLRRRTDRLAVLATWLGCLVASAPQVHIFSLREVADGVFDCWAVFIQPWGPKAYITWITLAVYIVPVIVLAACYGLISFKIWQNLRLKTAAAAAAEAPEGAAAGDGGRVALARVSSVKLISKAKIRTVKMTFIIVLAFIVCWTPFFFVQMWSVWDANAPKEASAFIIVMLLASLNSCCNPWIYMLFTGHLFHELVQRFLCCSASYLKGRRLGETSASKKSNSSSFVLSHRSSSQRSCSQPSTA
GPR7 antagonist: human neuropeptides B/W receptor 1 antagonism | GPR7-expressing cells, fluorescence antagonist assay | inhibition, % at 4.4 µM | 290,000 compounds, 1.1% hits; in the data active = inhibition above about 16%, passing the limit was not always enough;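 also: cells stimulated with the agonist NPW; 0% = agonist with vehicle and 100% = vehicle without agonist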
Target sequence (P48145 whole entry, looked up): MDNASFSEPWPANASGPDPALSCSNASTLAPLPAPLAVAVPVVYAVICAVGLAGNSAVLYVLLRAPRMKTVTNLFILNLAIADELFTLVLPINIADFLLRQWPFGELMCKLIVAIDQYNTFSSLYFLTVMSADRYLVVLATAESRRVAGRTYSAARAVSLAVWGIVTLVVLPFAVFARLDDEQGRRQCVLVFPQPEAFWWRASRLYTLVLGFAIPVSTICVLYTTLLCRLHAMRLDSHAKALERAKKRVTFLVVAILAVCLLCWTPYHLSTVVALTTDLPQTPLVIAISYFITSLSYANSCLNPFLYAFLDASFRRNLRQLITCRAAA
NALP1 yeast inh: inhibitors of NALP1 inflammasome in yeast. 280,000 compounds, 0.61% hits. S. cerevisiae NALP1/ASC/caspase-1 growth, X-gal OD620, 72 h. inhibition, % at 10 µM; in the data active = inhibition mostly above about 24%, no sharp cut-off; inactive = mostly below about 32%; also: some compounds called inactive have numbers as strong as hits
Numbers without * were called inactive; . = not tested or not shown.

Structure	MEKK2 mut-MEK5	MEKK2 WT-MEK5	PHOSPHO1 inh	PfM18AAP inh	DNA FID counter	MEKK3 PB1 HTS	OXTR agonist	GPR7 antagonist	NALP1 yeast inh
CCNC(=O)COC(=O)c1sccc1C	2	110	5	0	1	115	0.5	-9	22
O=S1(=O)N=C(Oc2cccc3ccccc23)c2ccccc21	3	101	2	8	2	107	2.2	-1	14
COc1ccccc1NC(=O)Cn1c(=O)c(N(C)C)c(N)n(C)c1=O	-9	96	40	-8	-3	93	0.2	1	-1
Cc1nn(C)c(Oc2ccccc2)c1CCNC(=O)CCl	2	103	39	1	-3	98	0.6	-13	-10
O=[N+]([O-])c1cc2c(cc1CN1CCN(c3ccccc3F)CC1)OCO2	-4	92	30	29*	-4	90	.	-2	-2
O=c1c(C(c2nnnn2C2CCCCC2)N2CCCCC2)coc2ccc(Cl)cc12 (stereo unspecified)	-5	96	15	-15	-6	100	-0.1	-3	-6
CCOCCCN(Cc1ccco1)S(=O)(=O)c1csc(C(N)=O)c1	8	103	11	-4	-6	100	0.1	5	3
CCOC(=O)N1CCN(CC(=O)Nc2c(C(=O)OC)[nH]c3cc(C)ccc23)CC1	-9	101	19	-4	-28	100	0.6	-10	29
CCOC(=O)c1cnn(-c2ncnc3sc(CC)cc23)c1N	3	100	-3	-8	-4	103	0.2	2	-11
O=C(CC1COc2ccccc2O1)NCc1ccccc1 (stereo unspecified)	3	101	2	16	-10	97	-1.2	14	-83
COc1ccc(Nc2cc(C)nc3ccccc23)cc1	13	109	-2	-5	6	103	-0.1	1	.
NC(=O)CSc1nnnn1CC(CC(=O)O)c1ccccc1 (stereo unspecified)	5	92	-7	0	1	83	0.1	-7	-5
Cc1cc(C)c(NC(=O)CC(=O)c2ccccc2)c(Cl)c1	-5	99	-8	-1	-9	97	-1.0	-21	27
CCCCN(c1ccccc1)S(=O)(=O)c1ccc2c(c1)CCN2C(=O)CCC(=O)O	4	104	6	-4	-44	105	-0.4	-1	.
Cn1cc(C(=O)NC2CCCCCCC2)c(=O)c2cc(S(=O)(=O)N3CCCC3)ccc21	-1	102	10	-5	1	103	0.5	2	-5

Structure	MEKK2 mut-MEK5	MEKK2 WT-MEK5	PHOSPHO1 inh	PfM18AAP inh	DNA FID counter	MEKK3 PB1 HTS	OXTR agonist	GPR7 antagonist	NALP1 yeast inh
CCCSc1nnc(NC(=O)c2ccco2)s1	-3	101	-20	-6	-2	100	0.9	-5	18
O=Cc1cn(CCC(=O)O)nc1-c1cccc2ccccc12	-12	78	53	-6	-6	82	0.3	-6	-9
CC(C)(CNS(=O)(=O)c1ccc(Cl)cc1)N1CCCCC1	1	99	6	-3	2	100	0.6	-2	16
Cc1cc(-c2nc3ccccc3[nH]2)ccc1N	7	105	16	-1	22	104	0.0	-6	-10
CCOC(=O)c1c(C)n(C)c2ccc(OC)c(NC(=O)CN3CCCCC3)c12	.	.	7	-7	18	.	-0.8	-10	10
Cc1nnc(SCc2nc3ccccc3nc2C)s1	-1	100	19	-9	-4	98	1.3	-4	7
Brc1ccc(-c2nc(-c3ccccc3)no2)o1	-7	92	19	-9	3	92	-1.0	11	-3
CN1C(=O)/C(=C/c2cccc(Cl)c2)Sc2ccc(C(=O)NCc3cccnc3)cc21	-5	95	-3	0	2	97	2.6	-1	13
CC(NS(=O)(=O)c1ccc(Br)cc1)C(c1cccs1)N1CCOCC1 (stereo unspecified)	15	102	1	-4	-25	113	-2.7	-1	28
CCCCC(CC)C(=O)Nc1ccc(S(=O)(=O)Nc2nccs2)cc1 (stereo unspecified)	28	113	19	-16	-19	126	0.9	-1	.
CCO[C@H]1OC(C(=O)N2CCN(C)CC2)=C[C@@H](c2coc3ccccc3c2=O)[C@@H]1CCCO	8	102	5	-1	-7	94	0.3	-16	8
Cc1ccc(C)c(NC(=O)CSc2nnc(-c3ccccc3)o2)c1	2	102	2	-2	-3	102	1.9	-11	45
CCOc1nc(NCCN2CCOCC2)nc(Nc2ccc([N+](=O)[O-])cc2)n1	0	102	-22	-8	1	103	-1.6	-15	14
CCOC(=O)c1ccccc1NC(=O)/C=C/C(=O)O	-2	95	-10	-5	1	94	-0.6	-11	0
CC(C)=CCN1CCN(Cc2ccc(Oc3ncccn3)cc2)CC1CCO (stereo unspecified)	-2	97	32	-8	7	101	0.5	3	-2

The final three records of the part before come first, to join the parts:
Structure	MEKK2 mut-MEK5	MEKK2 WT-MEK5	PHOSPHO1 inh	PfM18AAP inh	DNA FID counter	MEKK3 PB1 HTS	OXTR agonist	GPR7 antagonist	NALP1 yeast inh
CCOc1nc(NCCN2CCOCC2)nc(Nc2ccc([N+](=O)[O-])cc2)n1	0	102	-22	-8	1	103	-1.6	-15	14
CCOC(=O)c1ccccc1NC(=O)/C=C/C(=O)O	-2	95	-10	-5	1	94	-0.6	-11	0
CC(C)=CCN1CCN(Cc2ccc(Oc3ncccn3)cc2)CC1CCO (stereo unspecified)	-2	97	32	-8	7	101	0.5	3	-2
O=C(CN1CCOCC1)Nc1ncccn1	-1	97	22	-1	4	102	0.3	2	3
NC1=NC(=O)/C(=C/c2ccc(-c3ccc(S(N)(=O)=O)cc3)o2)S1	-2	99	5	12	-2	100	0.1	2	21
O=C(Oc1ccc(-c2cnc3ccccc3n2)cc1)c1ccc(Br)o1	-13	80	42	9	3	77	-0.8	-6	21
COc1cccc(N2CC(=O)N(NC(=O)c3sc4nc(C)cc(C)c4c3N)CC2=O)c1	-4	93	-2	2	-11	96	-0.1	-13	-7
Cc1cccc(CC(=O)N2CCN(C(=O)c3ccco3)CC2)c1	4	101	.	1	-7	97	1.2	-2	-19
O=C1NC(NS(=O)(=O)c2ccc(Cl)cc2)(C(F)(F)F)C(=O)N1CCc1ccccc1 (stereo unspecified)	-3	102	15	-5	-25	98	0.9	2	13
CCCn1c2ccc(F)cc2c2nnc(NN)nc21	-2	94	32	27	12	90	-1.5	-8	-22
O=C(NC1CCCCCCC1)C1c2ccccc2C(=O)N1Cc1cccs1 (stereo unspecified)	-1	92	7	3	-19	88	-1.4	27*	20
Cc1ccccc1N1CCN(C2CCCN(C(=O)c3csc(C(C)C)n3)C2)CC1 (stereo unspecified)	2	99	41	3	-13	101	-2.1	-18	10
CN1C(=O)/C(=C\c2ccccc2F)Sc2ccc(C(=O)NC3CCN(Cc4ccccc4)CC3)cc21	20	168*	32	-4	15	104	8.8	0	24
Cc1ccc(CNC(=O)C2CCC(=O)N2Cc2ccc(C)cc2)cc1 (stereo unspecified)	7	108	38	-2	-19	107	-0.8	-13	21
COc1ccc(Br)cc1/C=C\C(=O)NCc1cccnc1	-9	95	-9	8	-12	109	-0.7	11	-2
CN(C)/C=C1\C(=O)N(C)N=C1C(F)(F)F	-14	90	-4	1	1	97	0.3	5	-2
O=C(Nc1ccccc1Oc1cccnc1)C1CCCN(C/C=C/c2ccc(F)cc2)C1 (stereo unspecified)	2	107	41	1	9	101	-1.4	-9	30
CCN(CC)C(=O)C1CCCN(Cc2ccc(N(C)C)cc2)C1 (stereo unspecified)	3	94	4	.	.	106	-0.1	.	14

Structure	MEKK2 mut-MEK5	MEKK2 WT-MEK5	PHOSPHO1 inh	PfM18AAP inh	DNA FID counter	MEKK3 PB1 HTS	OXTR agonist	GPR7 antagonist	NALP1 yeast inh
CC(=O)Nc1ccc(S(=O)(=O)NNC(=O)c2cc3c4ccccc4n(C)c3s2)cc1	-5	99	22	6	-10	105	-1.3	3	19
COc1cc(SC)ccc1C(=O)Nc1ccc2c(c1)OCO2	0	101	46	2	-5	102	.	0	14
Cc1ccc(NC(=O)C2CCN(S(=O)(=O)c3ccccc3)CC2)cc1	-3	92	-20	2	-14	96	3.0	6	-10
Cc1oc(-c2ccc(Cl)cc2)nc1CN1CCC(C(=O)N2CCc3ccccc3C2)CC1	.	.	5	0	0	.	5.6	1	-3
COc1cc(C2C(C(N)=O)=C(C)Nc3nc(CCCO)nn32)cc(OC)c1OC (stereo unspecified)	1	99	1	.	.	99	1.0	.	-10
COc1ccc(-n2c(COc3cccc4ccccc34)nnc2SCC#N)cc1	10	99	-11	29*	-42	106	1.6	12	14
CCCCNC(=O)Nc1nc(SCC(=O)OCC)n[nH]1	4	98	30	4	-3	105	0.8	-3	14
O=C(Cn1nnc(-c2ccc(CN3CCOCC3)cc2)n1)N(c1ccccc1)c1ccccc1	6	105	31	0	-7	106	0.0	-6	-6
COc1ccc(/C=C/C(=O)NC(C)(C)C)cc1S(=O)(=O)N1CCOCC1	12	107	-8	1	-8	99	-0.1	-3	17
O=[N+]([O-])c1ccc(N2CCN(c3nc(-c4ccc(Cl)cc4)cs3)CC2)cc1	2	103	42	-6	-3	101	0.3	3	-10
C=CCNC(=O)C(C)N1C(=O)c2ccccc2C1=O (stereo unspecified)	-2	94	0	-4	-1	103	0.9	6	13
O=C(O)CSc1nnc(-c2ccc(Cl)cc2Cl)n1-c1ccc(Cl)cc1	8	107	-18	-4	-34	107	-0.7	0	-7
Cc1cc(C(=O)N/N=C/c2ccc(-c3cccc(Br)c3)o2)n[nH]1	1	99	-1	-2	-5	99	-0.4	-5	13
COc1ccc(NS(=O)(=O)c2cccc(C(=O)NNC(=O)NCCCl)c2)cc1	-1	100	42	13	4	106	-0.1	0	-1
CSc1ccccc1OCc1cc(C(=O)NC2CCOC2)no1 (stereo unspecified)	-2	96	14	0	-14	100	0.7	-1	23

PfM18AAP inh, what is marked active above.
canonical_smiles | MEKK2 mut-MEK5 | MEKK2 WT-MEK5 | PHOSPHO1 inh | PfM18AAP inh | MEKK3 PB1 HTS | GPR7 antagonist | NALP1 yeast inh
O=[N+]([O-])c1cc2c(cc1CN1CCN(c3ccccc3F)CC1)OCO2 | -4 | 92 | 30 | 29* | 90 | -2 | -2
COc1ccc(-n2c(COc3cccc4ccccc34)nnc2SCC#N)cc1 | 10 | 99 | -11 | 29* | 106 | 12 | 14

Further results:
Structure	MEKK2 mut-MEK5	MEKK2 WT-MEK5	PHOSPHO1 inh	PfM18AAP inh	DNA FID counter	MEKK3 PB1 HTS	OXTR agonist	GPR7 antagonist	NALP1 yeast inh
O=C(O)[C@H]1CCCC[C@H]1C(=O)Nc1ccc(S(=O)(=O)N2CCOCC2)cc1	3	97	37	5	-11	97	0.0	-12	4
CCn1cc(/C=C(\NC(=O)c2ccccc2OC)C(=O)N2CCN(C)CC2)c2ccccc21	15	113	4	5	22	108	-0.3	-7	14
CCOC(=O)C1CCN(C(=O)CCC(=O)NCCc2ccc(Cl)cc2)CC1	0	100	.	-20	-34	99	-1.4	1	3
O=C(NCc1ccccc1)c1ccc(CSc2ccccc2)o1	-6	101	2	-3	-20	112	-2.3	5	4
CC(C)Oc1ccc(/C=N/NC(=O)C2CCCN2S(=O)(=O)c2ccc(Cl)cc2)cc1 (stereo unspecified)	6	106	-2	-2	-16	108	-1.4	10	.
Cc1ccc(NC(=O)c2cc(-c3ccc(C)o3)nc3ccccc23)cc1	1	98	37	-11	-13	103	-1.4	-2	-1
CC(/C=N/n1c(-c2ccncc2)n[nH]c1=S)=C\c1ccco1	-7	91	9	11	-19	99	-0.9	-4	.
CCn1c(SCC(=O)N/N=C/C=C/c2ccccc2[N+](=O)[O-])nnc1-c1ccccc1	3	109	-12	2	-30	109	-1.0	-6	23
CC1=C(C(N)=O)C(c2ccccc2)n2nc(-c3cccc(C)c3)nc2N1 (stereo unspecified)	-1	99	-3	6	-3	99	-0.3	-8	24
Cc1cc2c(cc1C)C(c1cccc([N+](=O)[O-])c1)CC(=O)N2 (stereo unspecified)	2	105	-9	4	-13	108	2.1	-2	-5
O=C(COC(=O)CCSc1ccc(Cl)cc1)NCCc1ccccc1	8	114	6	-5	-23	98	1.1	-10	31
COC(=O)c1ccc(-c2n[nH]c(=O)c3ccccc23)cc1	0	99	5	-1	-3	103	-0.6	-10	-47
CN(CCOC(=O)c1ccc2c(c1)OCO2)C(C)(C)C	4	100	7	1	3	101	1.7	-3	-3
CCNC(=O)C(CC(C)C)NC(=O)C(CO)NC(=O)C1CCC(=O)N1 (stereo unspecified)	11	118	19	-1	-4	120	0.0	-16	.

Source: PubChem BioAssay
